Polio RdRp inh = inhibitors of poliovirus RNA polymerase binding and polymerization; AID 588519; % elongation, % (compound at 16.7 µg/mL); P03300; 150,000 tested, 0.66% active; poliovirus polymerase elongation, fluorescence polarization; stronger effect = lower value; in the data active means % elongation below about 90%; further: some results filed as inactive read as strong as hits
Target sequence (P03300 1749-2209 limits assumed): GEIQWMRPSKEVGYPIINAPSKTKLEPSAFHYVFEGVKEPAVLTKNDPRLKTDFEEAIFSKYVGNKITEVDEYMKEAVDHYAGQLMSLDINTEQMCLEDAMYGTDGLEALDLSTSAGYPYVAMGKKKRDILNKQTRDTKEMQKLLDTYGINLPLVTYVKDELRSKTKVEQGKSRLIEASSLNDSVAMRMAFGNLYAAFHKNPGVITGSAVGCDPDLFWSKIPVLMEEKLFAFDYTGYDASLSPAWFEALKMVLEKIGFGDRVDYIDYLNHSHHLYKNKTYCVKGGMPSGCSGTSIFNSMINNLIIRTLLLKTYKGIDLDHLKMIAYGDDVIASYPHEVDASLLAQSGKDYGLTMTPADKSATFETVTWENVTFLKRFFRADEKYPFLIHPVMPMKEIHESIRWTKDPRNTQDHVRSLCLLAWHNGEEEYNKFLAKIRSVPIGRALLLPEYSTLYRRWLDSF
Polio RdRp inh FP z-score = also measured in Polio RdRp inh; calls as there; z-score; measured here: FP z-score; hits read low
Active calls of the source: *; & = joins results of further samples.

SMILES | Polio RdRp inh | Polio RdRp inh FP z-score
CCc1ccc(C(=O)CC2(O)C(=O)N(Cc3ccc(C)cc3)c3ccccc32)cc1 (centres undefined) | 108.0 | 0.9
CCc1ccc(NC(=O)CSc2nnc(-c3nonc3NC(C)=O)n2-c2ccccc2)cc1 | 105.0 | -0.3
NC(=O)COC(=O)c1ccccc1OCc1ccc(F)cc1 | 107.0 | 0.3
CCn1c(=O)n(CC)c2cc(S(=O)(=O)N3CCOCC3)ccc21 | 104.0 | 0
COc1cccc(-c2noc(CCCC(=O)NCc3ccco3)n2)c1 | 116.0 | 1.9
CCn1cc(CNC(=O)c2cc(-c3ccc(C)c(C)c3)nc3ccccc23)c(C)n1 | 105.0 | 0
N#Cc1cc([N+](=O)[O-])ccc1NC(=O)c1cccn(Cc2cccc(F)c2)c1=O | 98.0 | -1.5
Cc1nn(C(C)(C)C)c(OC(=O)c2c(F)cccc2F)c1Sc1ccccc1 | 105.0 | 0.2
CC(C)CNC(=O)Cn1nc(C(F)(F)F)c2c1CCCC2 | 99.0 | -0.4
Cc1cccc(C(=O)Nc2nnc(SCc3cc(=O)n4cccc(C)c4n3)s2)c1 | 106.0 | 0
C(=Nc1cccc2ccccc12)c1c[nH]c2ccccc12 | 93.0 | -1.6
O=C(Nc1ccc(Cl)c(Cl)c1)NC1CCCCC1 | 107.0 | 0.3
CCC(=O)N(CCC(c1ccco1)c1ccccc1OC)Cc1cccs1 (centres undefined) | 101.0 | 0.2
COCC(=O)Nc1c(C(=O)Nc2ccc(C)c(C)c2)oc2ccccc12 | 100.0 | -0.5
CCCCOC(=O)c1ccccc1Nc1ccn2c(=O)c3ccccc3nc2n1 | 101.0 | 0.1
Cc1nc(Cc2nnc(SCC(=O)NCC34CC5CC(CC(C5)C3)C4)o2)cs1 | 108.0 | 0.9
COc1nc(OC)nc(-n2cnc(NC(=O)Nc3cccc(Cl)c3)n2)n1 | 108.0 | 0.5
C=CCN1C(=O)c2ccc(C(=O)OCc3ncc(-c4ccccc4)o3)cc2C1=O | 102.0 | -0.1
O=C(CSCc1nc2ccccc2[nH]1)N1CCOCC1 | 102.0 | 0.5
COc1ccc(C(=O)N(Cc2ccco2)Cc2ccccc2F)cc1Cl | 112.0 | 0.8
CCN(CCCNC(=O)Cn1ncc2c([nH]c3ccc(C)cc32)c1=O)c1cccc(C)c1 | 111.0 | 0.6
Cn1ccnc1SCC(=O)Nc1cccc(Br)c1 | 105.0 | 0.1
CC1=C(C(=O)Nc2ccccc2)C(c2cccnc2)n2nc(SCc3ccccc3F)nc2N1 (centres undefined) | 105.0 | 0.1
Cc1cc(-c2ccccc2)[n+]2nc(N)sc2n1 | 103.0 | 0.5
O=S(=O)(NCCc1cn2ccccc2n1)c1ccc2c(c1)CCCC2 | 102.0 | -0.2
O=C(NC1CCCCC1)c1cc(Nc2cccc(C(F)(F)F)c2)nc2ccccc12 | 105.0 | -0.1
COc1ccc2[nH]cc(CCNC(=O)Nc3cccc(F)c3)c2c1 | 107.0 | 0.1
CSc1nsc(SCc2ccc(F)cc2)n1 | 103.0 | 1.2
Cc1ccccc1Nc1nc(Nc2ccccc2C)nc(Sc2nccn2C)n1 | 104.0 | 0.2
COC(CNC(=O)c1ccc(-c2cc(Cl)ccc2Cl)o1)OC | 103.0 | 0.1
c1cc(-c2nnc(C34CC5CC(CC(C5)C3)C4)o2)ccn1 | 97.0 | -0.6
CCc1ccccc1NC(=O)C1CCN(S(=O)(=O)c2cn(C)cn2)CC1 | 105.0 | -0.3
Cc1ccc2cccc(OCc3ccc(Br)cc3)c2n1 | 101.0 | -0.1
COc1ccc(N(C)C(=O)CCc2nc(-c3ccccc3F)no2)c(OC)c1 | 101.0 | -0.1
CC1CN(Cc2ccccc2)C(C)CC1O (centres undefined) | 101.0 | -0.4
O=C(O)C1(O)c2ccccc2NC(=S)N1Cc1ccccc1 (centres undefined) | 96.0 | -0.6
COc1cccc(CNC(=O)Cn2ncn3c(C)c(C(=O)NC4CCCCC4)c(C)c3c2=O)c1 | 104.0 | 0.9
CCOC(=O)C1=C(C)NC(=S)N(C=O)C1c1ccccc1 (centres undefined) | 105.0 | 1.2
Cn1c(N)c(C(=S)NC(=O)C2CC2)c(=O)n(C)c1=O | 101.0 | -0.1
COc1ccc(CC(=O)Nc2ccc3nc4n(c(=O)c3c2)CCCC4)cc1 | 103.0 | 0

Individual results from the entries so far:
Polio RdRp inh FP z-score with `C=CCN1C(=O)c2ccc(C(=O)OCc3ncc(-c4ccccc4)o3)cc2C1=O` stands at -0.1
Polio RdRp inh FP z-score with `CCc1ccc(NC(=O)CSc2nnc(-c3nonc3NC(C)=O)n2-c2ccccc2)cc1` stands at -0.3

(more compounds)
SMILES | Polio RdRp inh | Polio RdRp inh FP z-score
COc1ccc(-c2cnnn2-c2ccc(NC(=O)c3c(F)cccc3F)cc2)cc1 | 102.0 | -1.2
O=C(CCCn1c(=O)c2sccc2n(CC(=O)NCc2ccco2)c1=O)NCc1ccco1 | 99.0 | -0.3
COC(=O)c1ccc(CSc2nc3ccccc3c(=O)n2N)cc1 | 100.0 | -0.2
CCOC(=O)c1c(NC(=O)COCc2cc(-c3ccc(F)cc3)on2)sc(C)c1C | 101.0 | -0.1
O=S(=O)(NNc1ccnc2cc(Cl)ccc12)c1ccccc1F | 102.0 | 0.1
Cn1ncc2c1ncn1nc(-c3ccncc3)nc21 | 100.0 | -0.9
CCCCN(CC)c1ncnc2c1sc1nc(N3CCOCC3)c3c(c12)CC(C)(C)OC3 | 104.0 | 0.4
COc1cc(-c2nc(-c3cccc(Cl)c3)c(-c3ccccc3)[nH]2)cc(OC)c1OC | 108.0 | 0.8
O=C1CSC2(C(=O)N(Cc3ccccc3F)c3ccccc32)N1c1ccc(F)cc1 (centres undefined) | 98.0 | -1.3
O=S(=O)(Nc1ccc(-c2ccc(N3CCCC3)nn2)cc1)c1ccc(Cl)cc1 | 107.0 | 0.3
CCC(C(=O)NC1CCCCC1)n1nc(C)c2sc3ccccc3c2c1=O (centres undefined) | 108.0 | -0.1
CC(=O)Nc1ccc2c(c1)CCCN2C(=O)c1cccs1 | 104.0 | 0.2
CC1CCN(C(=S)SCC(=O)n2c3c(c4ccccc42)CCCC3)CC1 | 103.0 | 0.2
Cc1ccccc1CSc1nc2ccsc2c(=O)n1Cc1ccccc1 | 100.0 | -0.7
Cc1ccc(Cl)cc1N1CCN(C(=O)Cn2cnc3nc4c(cc3c2=O)CCCC4)CC1 | 107.0 | 0
Cc1ccc(Nc2cc(=O)[nH]c(=O)[nH]2)cc1Cl | 101.0 | -0.3
CSc1ccc(CNC(=O)Cn2ccc3cc(S(=O)(=O)N4CCCC4)ccc32)cc1 | 109.0 | 0.2
CCc1ccc(NC(=O)CSc2nc3ccccc3[nH]2)cc1 | 98.0 | -1.4
CSc1nc2ccc(S(=O)(=O)N(C)C)cc2s1 | 104.0 | 0.1
CC(Sc1nnc(-c2ccc(F)cc2)n1Cc1ccccc1)C(=O)NCc1ccco1 (centres undefined) | 100.0 | -0.4

3 compounds drawn at random from the list so far, as already listed:
SMILES | Polio RdRp inh | Polio RdRp inh FP z-score
COc1ccc(-c2cnnn2-c2ccc(NC(=O)c3c(F)cccc3F)cc2)cc1 | 102.0 | -1.2
O=S(=O)(NCCc1cn2ccccc2n1)c1ccc2c(c1)CCCC2 | 102.0 | -0.2
Cn1ccnc1SCC(=O)Nc1cccc(Br)c1 | 105.0 | 0.1

(listing goes on)
SMILES | Polio RdRp inh | Polio RdRp inh FP z-score
O=C(NN1C(=O)c2ccccc2C1=O)c1ccccc1 | 100.0 | -0.3
Cc1ccc(CNC(=O)CSc2nc3n[nH]c(C)c3c(=N)n2-c2ccccc2Cl)cc1 | 105.0 | 0.1
CCC(=O)c1c(O)n(C)c(=O)n(C)c1=O | 101.0 | 0.2
CC1S/C(=N\N=C2CCC(C(C)(C)C)CC2)NC1=O (centres undefined) | 100.0 | -0.3
CSc1nc2ccc(NC(=O)c3c(C)nn(-c4ccccc4)c3Cl)cc2s1 | 101.0 | -0.2
CCOC(=O)N1CCN(CCC(=O)c2ccc(Br)cc2)CC1 | 98.0 | -1.3
COc1ccc(-c2csc(CC#N)n2)cc1OC | 98.0 | -0.2
O=C(O)c1ccccc1S(=O)(=O)NCC(O)COC1CCCCC1 (centres undefined) | 103.0 | 0.6
COc1cc2c(cc1OC)CN(CC(=O)NC(=O)NCc1ccccc1)CC2 | 116.0 | 1.7
O=C(COc1ccc(Cl)cc1)OC1CCOC1=O (centres undefined) | 103.0 | 0.1
CC(CCc1ccccc1)NCC(O)c1ccc(O)c(C(N)=O)c1 (centres undefined) | 99.0&101.0 | -0.4&0.3
CCc1cccc(CC)c1NC(=O)c1c(C)oc2ccc(O)c(CN3CCCC3)c12 | 108.0 | 0.3
CCOC(=O)C1=C(NC2CCCCC2)C(=O)N(c2ccccc2)C1 | 102.0 | -0.1
CC(C)Oc1ccc(CNC(=O)C2CCN(c3nc4ccccc4n(C)c3=O)CC2)cc1 | 106.0 | 0.4
CCOC(=O)CC1=C(C(=O)OCC)C2(C(=O)N(CC(=O)OC)c3ccccc32)C(C(=O)OCC)=C(N)O1 (centres undefined) | 99.0 | -0.7
COc1cc(C)c(C)cc1S(=O)(=O)Nc1cccc(-c2ccc(N3CCOCC3)nn2)c1 | 106.0 | 0
O=C(CCN1C(=O)c2ccccc2C1=O)Oc1cccc2cccnc12 | 117.0 | 1.9
CCOC(=O)c1cccc(NC(=O)C2CCN(c3nnc(C)c4c(C)n(-c5ccccc5)nc34)CC2)c1 | 108.0 | 0
CCN(C(=O)CSc1nnc(COc2ccccc2)o1)c1ccccc1 | 103.0 | 0.6
COc1ccc(CNC(=O)c2ccc3c(c2)OCCO3)cc1 | 101.0 | -0.4
CCSc1nnc2n(-c3ccccc3)c(=O)c3c4c(sc3n12)CCCC4 | 100.0 | -1
OCC(O)C(O)C(O)c1cnc2ccccc2n1 (centres undefined) | 100.0 | -0.5
Clc1cc2c(c(C[n+]3ccccc3)c1)OCOC2 | 106.0 | 0.5
Cc1ccc(-c2nc3ccccn3c2Nc2ccccc2C)s1 | 107.0 | 0.5
Cc1ccc(S(=O)(=O)/N=C(/Nc2nc(C)cc(C)n2)N2CCc3ccccc32)cc1 | 103.0 | 0.3
Cc1cccc(NC(=O)c2ccc3c(c2)CCN3S(=O)(=O)c2ccccc2)c1C | 104.0 | -0.5
Cc1ccc(NC(=O)c2cc3ccccc3oc2=N)cc1 | 102.0 | 0.2
CC1CCCC(NC(=O)Cn2ncc3c(Cl)cccc32)C1C (centres undefined) | 107.0 | 1.8
COc1ccc(C(=O)/C=C/Sc2nccc(C)n2)cc1 | 100.0 | -0.3
CC1=C(C(=O)Nc2cccc(C(=O)N3CCN(C4CCCCC4)CC3)c2)SCCO1 | 102.0 | 0.1
Cc1cc(C)c(C)c(S(=O)(=O)N2CCN(CN3C(=O)CCSC3=O)CC2)c1C | 101.0 | -0.2
CCOC(=O)c1[nH]c(Cc2[nH]c(C(=O)OCC)c(C)c2CC(=O)OC)c(CCC(=O)OC)c1C | 103.0 | 0.3
COc1ccc(C(=O)COc2c(F)c(F)cc(F)c2F)c(OC)c1 | 102.0 | 0.1
CCCN(CCC)CCCNC(=O)c1cn(CC)c2ccc(S(=O)(=O)N(C)C3CCCCC3)cc2c1=O | 108.0 | 0.7
O=C(/C=C1\Sc2ccccc2NC1=O)NCCN1CCN(c2ccccc2)CC1 | 99.0 | -0.5
Cc1cccc(C)c1NC(=O)CCCSc1nnc(-c2ccccc2)o1 | 98.0 | -0.8
CCN1CCN(C(C)C(=O)NC(c2ccccc2)c2ccccc2)CC1 (centres undefined) | 102.0 | 0.3
COC(=O)CC1(c2ccc(Cl)cc2)C(=O)c2ccccc2C1=O | 101.0 | -0.1
CCc1cnc2c(c1SCC(=O)Nc1ccc(Cl)cc1)c(=O)n(C)c(=O)n2C | 100.0 | -1.1
Cc1nn(-c2ccccc2)c2sc(C(=O)NC(=S)NCc3ccco3)cc12 | 100.0 | -0.1

A second format for some results above.
SMILES: Clc1cc2c(c(C[n+]3ccccc3)c1)OCOC2
  Polio RdRp inh: 106.0; Polio RdRp inh FP z-score: 0.5

SMILES: Cc1ccc(-c2nc3ccccn3c2Nc2ccccc2C)s1
  Polio RdRp inh: 107.0; Polio RdRp inh FP z-score: 0.5

SMILES: Cc1ccc(S(=O)(=O)/N=C(/Nc2nc(C)cc(C)n2)N2CCc3ccccc32)cc1
  Polio RdRp inh: 103.0; Polio RdRp inh FP z-score: 0.3

SMILES: Cc1cccc(NC(=O)c2ccc3c(c2)CCN3S(=O)(=O)c2ccccc2)c1C
  Polio RdRp inh: 104.0; Polio RdRp inh FP z-score: -0.5

(list continues)
SMILES | Polio RdRp inh | Polio RdRp inh FP z-score
COC(=O)C1CNCCN1c1ccccc1 (centres undefined) | 104.0 | 0.1
CN(C)C(CNC(=O)c1cc2ccccc2o1)c1ccco1 (centres undefined) | 103.0 | 0.3
Cc1nc(-c2ccc(F)cc2)c(CC(=O)N(Cc2ccco2)Cc2cccs2)s1 | 119.0 | 3
CCN(CC)c1nc(N)c2c(N)nc3c(c2c1C#N)C(=O)CN3Cc1ccccc1 | 100.0 | -0.2
Cn1c(-c2ccccc2)cnc1NCc1ccccc1O | 105.0 | 0.2
O=C1C2C(C(=O)N1/N=C/c1ccc(N3CCCCC3)o1)C1C=CC2C12CC2 (centres undefined) | 101.0 | -0.2
Cn1cnc2cc(NC(=O)C3CCCCC3)ccc21 | 106.0 | 1.6
CN(Cc1ccccc1)C(=O)Cn1ncc2c3ccccc3n(C)c2c1=O | 103.0 | 0.6
CC(C)Cn1cc(C(=O)N2CCN(c3ccccc3F)CC2)c2c3ccccc3n(C)c2c1=O | 105.0 | 0.7
COc1ccc(NC(=O)COC(=O)/C=C/c2ccco2)cc1 | 100.0 | -0.1
COc1ccc(CN2CCc3cc(OC)c(OC)cc3C2)cc1O | 101.0 | 0.4
CCn1c(-c2ccccc2)c(C(=O)CN2CCN(S(=O)(=O)c3cccs3)CC2)c2ccccc21 | 106.0 | 0.5
Fc1ccc(-c2n[nH]c(=S)n2CCN2CCOCC2)cc1 | 103.0 | 0.1
Cc1ccc(C#N)c(=O)[nH]1 | 100.0 | -0.6
Cc1ccc2c(C(=O)CSc3ccccc3)c(C)[nH]c2c1 | 101.0 | -0.2
CC(=O)OCC(=O)Nc1ccccc1C(F)(F)F | 103.0 | 0
C1=CC(=C2SCCS2)C=C1 | 103.0 | 0.5

Screening data deposited in PubChem BioAssay by ICCB-Longwood Screening Facility, Harvard Medical School.

Only part of the results is shown. The share of hits here may be higher or lower than overall.
